Compound activity: PubChem, National Center for Advancing Translational Sciences (NCATS)
GLA spleen mod: qHTS Assay for Inhibitors and Activators of Human alpha-Galactosidase From Spleen Homogenate; Alpha-galactosidase A (Homo sapiens), P06280; human spleen homogenate, 4MU-alpha-Gal fluorescence, 40 min; Potency, µM (titrated, usually from 80 µM), inactives show top-dose activity change, negative = inhibition, actives largely listed as inhibitors; 240,000 tested, 0.008% active;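 note: 0% = enzyme with vehicle and -100% = no enzyme basal signal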
Target sequence (P06280 32-429 limits assumed): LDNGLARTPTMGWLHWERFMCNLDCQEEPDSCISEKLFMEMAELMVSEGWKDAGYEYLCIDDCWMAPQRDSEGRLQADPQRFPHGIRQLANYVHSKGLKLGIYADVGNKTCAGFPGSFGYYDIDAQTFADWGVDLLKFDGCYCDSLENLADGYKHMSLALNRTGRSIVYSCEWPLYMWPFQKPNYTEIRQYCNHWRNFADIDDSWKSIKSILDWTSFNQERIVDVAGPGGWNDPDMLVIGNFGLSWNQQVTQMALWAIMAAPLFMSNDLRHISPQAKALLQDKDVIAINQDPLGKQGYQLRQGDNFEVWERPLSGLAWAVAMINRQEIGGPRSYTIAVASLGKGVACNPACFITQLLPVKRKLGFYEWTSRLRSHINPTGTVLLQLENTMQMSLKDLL
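Human spleen homogenate (1 ug) as enzyme source, 4-methylumbelliferyl-alpha-D-galactopyranoside 1 mM final, citrate/phosphate pH 5.0 with 0.01% Tween-20. Compounds 40 min at 37C, NaOH/glycine stop; fluorescence Ex 365/Em 440, Hill-fit AC50.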
ALDH1A1 block: qHTS Assay for Inhibitors of Aldehyde Dehydrogenase 1 (ALDH1A1); Aldehyde dehydrogenase 1A1 (Homo sapiens), P00352; Purified ALDH1A1, NADH fluorescence, propionaldehyde substrate; 220,000 tested, 7.3% active; Potency, µM (titrated, usually from 75.3 µM), for inactives: at the top dose activity, negative = inhibition, actives largely listed as inhibitors; active = well fitted inhibition curve with a large enough effect, not every such curve was filed as active; inconclusive = small, poorly fitted or top-dose-only effect, or another doubt; inactive = no such curve, though single readings can be large or run the other way;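 note: plate controls were no enzyme wells and a reference inhibitor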
GAA glycogen mod: qHTS Assay for Inhibitors and Activators of Human alpha-Glucosidase Cleavage of Glycogen. Potency, µM (doses to about 76.4 µM), for the others: at the top dose activity change, negative = inhibition, most hits filed as inhibitors. AID 2100, 2009. 300,000 tested, 0.38% active. Lysosomal alpha-glucosidase (Homo sapiens), P10253. recombinant GAA, glycogen substrate, Amplex Red glucose oxidase fluorescence;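 note: 0% = full enzyme reaction and -100% = no-enzyme basal signal; the screen sought inhibitors and activators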
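Recombinant human enzyme (4 nM); glycogen substrate; 37 C, 40 min, pH 5.0. Readout: coupled glucose oxidase/Amplex Red fluorescence.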
SMN2 splice enh: qHTS Assay for Enhancers of SMN2 Splice Variant Expression; 210,000 tested, 2.8% active; AID 1458, 2008; Potency, µM (titrated, usually from 46.1 µM), without a hit: top-dose activity change, positive = activation, hits mostly activators; HEK293 SMN2-luciferase splicing reporter, luminescence, 30-36 h; note: % of control where 0% means no effect; nearly all actives have a fitted effect of over 55% in size
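qHTS luciferase splicing reporter: luminescence rises when SMN2 exon 7 is included in transfected HEK293 cells. Compound exposure lasted 30-36 h at 37C, with 4.5 mM final sodium butyrate as control, followed by a ONE-Glo read.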
KDM4E inh: qHTS Assay for Inhibitors of Human Jumonji Domain Containing 2E (JMJD2E); Lysine-specific demethylase 4E (Homo sapiens), B2RXH2; JMJD2E catalytic domain, FDH-coupled NADH fluorescence (FDH is formaldehyde dehydrogenase); Potency, µM (top dose mostly 57.1 µM), for inactives: top-dose activity change, negative = inhibition, hits mostly inhibitors; 230,000 tested, 1.6% active; AID 2147, 2009; active = well fitted inhibition curve with a large enough effect, not every such curve was filed as active; inconclusive = small, poorly fitted or top-dose-only effect, or another doubt; inactive = no such curve, though single readings can be large or run the other way;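 note: 0% = wells with enzyme and -100% = buffer wells without enzyme; nearly all actives have a fitted effect of over 50% in size; many of its hits are not listed in these tables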
Target sequence (B2RXH2 1-337 limits assumed): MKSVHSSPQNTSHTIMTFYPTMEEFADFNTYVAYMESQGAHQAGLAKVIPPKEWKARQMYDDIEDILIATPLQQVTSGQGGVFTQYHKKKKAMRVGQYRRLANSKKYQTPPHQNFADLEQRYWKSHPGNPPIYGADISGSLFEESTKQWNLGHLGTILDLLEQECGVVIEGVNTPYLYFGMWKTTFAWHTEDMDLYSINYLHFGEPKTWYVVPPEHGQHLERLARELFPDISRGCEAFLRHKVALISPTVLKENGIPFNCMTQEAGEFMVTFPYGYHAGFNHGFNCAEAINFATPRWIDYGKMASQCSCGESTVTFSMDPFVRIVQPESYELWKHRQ
GAA inh: qHTS Assay for Inhibitors of Human alpha-Glucosidase as a Potential Chaperone Treatment of Pompe Disease; purified human GAA, 4-MU-alpha-glucoside fluorescence; Potency, µM (top dose mostly 76.9 µM), without a hit: at the top dose activity change, negative = inhibition, usual class: inhibitors; 200,000 tested, 0.005% active; AID 1466, 2008;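 note: plate controls were uninhibited enzyme wells for no effect and no-enzyme background for full effect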
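Enzyme (4 nM final) mixed with compound (up to 77 uM), then 4-MU-alpha-D-pyranoside (400 uM final) added; 20 min at room temperature, pH 5.0. Reaction stopped at pH 10, fluorescence read, AC50 derived by Hill fit.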
GAA spleen mod: qHTS Assay for Inhibitors and Activators of Human alpha-Glucosidase From Spleen Homogenate | AID 2112, 2009 | Lysosomal alpha-glucosidase (Homo sapiens), P10253 | Potency, µM (doses to about 79.9 µM), for the others: top-dose activity change, negative = inhibition, most hits filed as inhibitors | human spleen homogenate, 4-MU-alpha-glucoside fluorescence | 240,000 tested, 0.006% active;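 note: 0% = enzyme with vehicle and -100% = no enzyme basal signal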
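Enzyme source: human spleen homogenate, 1 ug/well. Buffer 50 mM citric acid/K phosphate pH 5.0, 0.01% Tween-20. 4-MU-alpha-glucoside 1 mM; 37 C x 40 min; NaOH/glycine stop; fluorescence.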
GoLoco inh red: qHTS Assay for Inhibitors of RGS12 GoLoco Motif Activity (Red Fluorophore); Guanine nucleotide-binding protein G(i) subunit alpha-1 (Homo sapiens), P63096; Gai1:RGS12 GoLoco peptide FP, rhodamine, 10 min; Potency, µM (top dose mostly 61.6 µM), for inactives: at the highest dose activity, negative = inhibition, hits mostly inhibitors; 230,000 tested, 0.44% active; AID 880, 2007; active = well fitted inhibition curve with a large enough effect, not every such curve was filed as active; inactive = no such curve, though single readings can be large or run the other way; note: % is set by controls: 0 for no effect and ±100 for the full control effect; nearly all actives have a fitted effect of over 30% in size; many of its hits are not listed in these tables
Target sequence (P63096 whole entry, looked up): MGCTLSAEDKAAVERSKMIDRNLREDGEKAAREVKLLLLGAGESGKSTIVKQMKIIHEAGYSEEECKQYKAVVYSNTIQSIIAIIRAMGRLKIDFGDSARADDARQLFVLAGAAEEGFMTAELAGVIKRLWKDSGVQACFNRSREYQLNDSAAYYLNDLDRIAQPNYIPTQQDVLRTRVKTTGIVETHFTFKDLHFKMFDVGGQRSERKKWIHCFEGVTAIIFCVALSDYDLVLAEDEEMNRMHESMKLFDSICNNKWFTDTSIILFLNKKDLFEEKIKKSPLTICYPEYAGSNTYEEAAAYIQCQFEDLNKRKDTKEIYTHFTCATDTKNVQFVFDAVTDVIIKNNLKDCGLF
Numbers without * were called inactive; ? = inconclusive; nt = not tested or not shown; [ ] = dose if it differs, or a comment. Unless noted, calls come from the whole dose curve; as a rule, active = well fitted curve in the direction sought with a large enough effect; inconclusive = small, poorly fitted or top-dose-only effect, or another doubt; inactive = no such curve, though single readings can be large; an effect the other way counts as inactive or inconclusive. Potency is the fitted concentration of half-maximal effect. The list is partial, so the mix of outcomes need not match the whole.

GLA spleen mod,ALDH1A1 block,GAA glycogen mod,SMN2 splice enh,KDM4E inh,GAA inh,GAA spleen mod,GoLoco inh red,canonical_smiles
1%,3%,-9%,-16%,14%,1%,-2%,-5%,O=C(N1CCCC1)n1c(Cc2ccccc2)nc2ccccc21
4%,-9%,-5%,-55%[inhibitor],-25%,-2%,0%,9%,Cc1[nH]n(-c2ccc(Cl)cc2)c(=O)c1/C=N/n1c(C)nc2ccccc2c1=O
-4%,-8%,5%,23%,0%,-4%,-2%,-5%,CC(=O)NS(=O)(=O)c1ccc(NC(=O)c2ccccc2F)cc1
1%,14%,?,-18%,4%,2%,2%,2%,O=C(N/N=C(\Cc1ncc[nH]1)c1ccccc1)c1ccccc1
6%,nt,1%,nt,6%,nt,3%,7%,COc1cccc(CNC(=O)C2CCC(CNc3c(N4CCC(C)CC4)c(=O)c3=O)CC2)c1 (configuration not stated)
3%,11%,-3%,-8%,10%,8%,-5%,6%,Cc1ccc(Nc2nc(OC(C(F)(F)F)C(F)(F)F)nc(N3CCOCC3)n2)cc1
-2%,?,-16%,14%,-9%,-16%,-9%,10%,N#CCC(=O)Nc1sc2c(c1C(N)=O)CCCC2
1%,22µM*,-8%,-34%[inhibitor],-3%,-3%,3%,4%,Cc1ccccc1NS(=O)(=O)c1cc(C(=O)Nc2cccc([N+](=O)[O-])c2)ccc1C
4%,?,-2%,-17%,5%,1%,0%,-8%,O=C(NCc1ccco1)c1ccc(Br)s1
9%,11%,2%,23%,-1%,3%,-8%,6%,Nn1c(SCC(=O)Nc2ccc(F)cc2)nnc1C1CCCCC1

Additional results
GLA spleen mod,ALDH1A1 block,GAA glycogen mod,SMN2 splice enh,KDM4E inh,GAA inh,GAA spleen mod,GoLoco inh red,canonical_smiles
-6%,-1%,-3%,12%,?,0%,4%,-6%,Cc1cccc(NC(=S)NCCN2CCOCC2)c1C
-2%,2%,-1%,2%,3%,2%,0%,6%,O=C(NCc1cccc(Cl)c1)c1ccc2c(c1)OCO2
8%,?,11%,-11%,3%,-1%,1%,-4%,COc1ccccc1CNC(=O)c1ccc(OCc2c(C)noc2C)c(OC)c1
8%,-7%,-15%,-18%,6%,?,7%,12%,COC(=O)CC1C(=O)NCCN1C(=S)Nc1ccccc1Cl (configuration not stated)
-6%,10%,8%,8%,-4%,9%,2%,4%,CC(C)CC(NC(=O)C(CO)NC(=O)C1CCC(=O)N1)C(N)=O (configuration not stated)
2%,8%,-4%,22%,3%,-4%,3%,2%,Cc1ccc(S(=O)(=O)N2CCOCC2)cc1C(=O)NCc1cn2ccsc2n1
6%,nt,4%,nt,-14%,nt,6%,-3%,CN(C)c1nc(C(=O)O)nc(N2CCOCC2)n1
-2%,0.71µM*,-2%,-14%,0%,-1%,3%,1%,Cc1ccc2nc(C(F)OC(F)(F)F)[nH]c2c1 (configuration not stated)
2%,8%,0%,5%,7%,1%,-4%,9%,O=C(Nc1cccnc1)/C(N=Nc1ccc(Cl)c(C(F)(F)F)c1)=C(\O)c1ccccc1
4%,-4%,-4%,-8%,-20%,2%,-5%,3%,CC(C)C[C@H](NC(=O)OC(C)(C)C)c1n[nH]c(=S)n1N

(next part)
GLA spleen mod,ALDH1A1 block,GAA glycogen mod,SMN2 splice enh,KDM4E inh,GAA inh,GAA spleen mod,GoLoco inh red,canonical_smiles
-4%,-5%,2%,-4%,-5%,-3%,-7%,7%,CCOc1ccccc1NC(=O)CN(c1nccs1)S(=O)(=O)c1ccc(N)cc1
10%,8%,1%,nt,10%,7%,3%,1%,O=C(CCc1nnc(C2CCCCC2)o1)N1CCN(Cc2ccccc2)CC1
7%,?,8%,-2%,?,4%,-4%,-2%,CC(NCc1ccco1)C(=O)N1CCc2ccccc2C1 (configuration not stated)
0%,?,-3%,-2%,2%,-13%,-11%,-3%,CCn1c(SCC(=O)NCc2ccco2)nc2c(c1=O)SC(C)C2 (configuration not stated)
-7%,-14%,10%,17%,-3%,3%,4%,9%,COc1cc(NC(=S)NCc2cccs2)cc(OC)c1
13%,?,-10%,-10%,?,0%,0%,0%,CCOC(=O)c1sc2nccc(N(C)C)c2c1N=CNOCc1c(F)cccc1Cl
-7%,?,-11%,nt,?,nt,-7%,-9%,CCC(C)/C=C/C1=CC2=C(Cl)C(=O)C3(C)OC(=O)C(C(=O)C(C)C(C)O)C3C2=CO1 (configuration not stated)
-7%,?,2%,-8%,?,-5%,-2%,31%[activator],COc1c(F)c(F)c(C(=O)Nc2ccc3oc(-c4ccncc4)nc3c2)c(F)c1F
-10%,11%,-5%,-24%,6%,-2%,-8%,0%,CC(=O)NCCOC(=O)Nc1cccnc1
-6%,3%,4%,3%,-1%,-2%,-6%,5%,O=C(Nc1nc(-c2ccccc2)cs1)c1cccnc1

Following part
GLA spleen mod,ALDH1A1 block,GAA glycogen mod,SMN2 splice enh,KDM4E inh,GAA inh,GAA spleen mod,GoLoco inh red,canonical_smiles
-2%,1%,nt,0%,-5%,nt,3%,0%,CC/C=C\C/C=C\C/C=C\C/C=C\C/C=C\C/C=C\CCC(=O)O[C@H](COCCCCCCCCCCCCCCCC)COP(=O)([O-])OCC[N+](C)(C)C
-19%,?,-5%,nt,4%,9%,-1%,20%,O=C(NC(=S)NCC1CCCO1)c1ccccc1[N+](=O)[O-] (configuration not stated)
2%,25µM*,-2%,4%,7%,-7%,-3%,-8%,Cc1ccc(C(=O)Oc2ccc(C(=O)COC(=O)C3CC(=O)N(Cc4ccco4)C3)cc2)cc1 (configuration not stated)
8%,3.5µM*,-15%,-17%,-18%,-3%,-1%,-4%,O=C1CC(Sc2nnc(-c3ccccc3O)o2)C(=O)N1c1ccccc1 (configuration not stated)
-4%,11%,2%,nt,10%,-4%[15.4 µM],-3%,8%,Cc1cc(N)n(-c2ccc(S(=O)(=O)N3CCOCC3)cc2[N+](=O)[O-])n1
-6%,?,-9%,nt,-12%,-3%,-8%,28%,Cc1ccc(N(CC(=O)NCCSc2ccccn2)S(C)(=O)=O)cc1
3%,nt,-8%,nt,?,nt,0%,8%,COc1c2c(cc3oc(=O)ccc13)OC(C)(C)C=C2
3%,1%,0%,-19%,-2%,-2%,-4%,12%,COc1ccc(NC(=O)c2cc(OC)c(OC)cc2OC)c(S(=O)(=O)N2CCOCC2)c1
7%,6%,-1%,-17%,1%,-9%,-3%,-23%,O=C(Nc1ccc(Cl)cn1)c1cccc(S(=O)(=O)N2CCOCC2)c1
-3%,15%,?,-5%,-5%,-2%,-14%,1%,CC(Oc1ccc(Cl)cc1Cl)C(=O)NC1=NN(c2ccccc2)C(=O)C1 (configuration not stated)

Full records, looked up by structure. Order of values: GLA spleen mod, ALDH1A1 block, GAA glycogen mod, SMN2 splice enh, KDM4E inh, GAA inh, GAA spleen mod, GoLoco inh red
CN(C)c1nc(C(=O)O)nc(N2CCOCC2)n1 is listed as 6%, nt, 4%, nt, -14%, nt, 6%, -3%
CC(=O)NCCOC(=O)Nc1cccnc1 is listed as -10%, 11%, -5%, -24%, 6%, -2%, -8%, 0%

Next part.
GLA spleen mod,ALDH1A1 block,GAA glycogen mod,SMN2 splice enh,KDM4E inh,GAA inh,GAA spleen mod,GoLoco inh red,canonical_smiles
-2%,?,2%,?,-6%,1%,-3%,-1%,CCc1ccc(CCC(=O)Nc2ccccc2C(=O)O)o1
3%,nt,4%,nt,10%,nt,1%,1%,CC(C)COP(=O)(OCC(C)C)C(O)c1ccc2c(c1)OCO2 (configuration not stated)
6%,8%,-2%,-11%,-1%,0%,-5%,-8%,COc1ccccc1OCCOCCOc1ccccc1Cl
10%,-3%,15%,28%,?,?,-3%,3%,COC(=O)N/N=C/c1cc(C)n(-c2ccc(F)cc2)c1C
1%,?,8%,-13%,2%,-18%,-7%,2%,Cc1[nH]c2ccc(F)cc2c1CCNC(=O)C1CCCCC1C(=O)OCC(F)(F)F (configuration not stated)
8%,?,-1%,-50%[inhibitor],-2%,-8%,10%,7%,Cc1cc(C)n(C2CC(=O)N(c3cccc(Cl)c3)C2=O)n1 (configuration not stated)
3%,-6%,7%,16%,-25%,-6%,2%,5%,Cc1ccc2c(COC(=O)CNC(=O)c3ccccc3)cc(=O)oc2c1
2%,7%,-5%,4%,-1%,-2%,0%,0%,CCSC1=N/C(=C\c2cccc(F)c2)C(=O)S1
8%,5µM*,-3%,-13%,-1%,2%,2%,5%,O=C(CSCc1ccc([N+](=O)[O-])cc1)NN=C1CCCCCC1
6%,2%,3%,0%,2%,-3%,-8%,1%,Cc1ccc(C(=O)Nc2nnc(C)s2)o1

Additional results follow.
GLA spleen mod,ALDH1A1 block,GAA glycogen mod,SMN2 splice enh,KDM4E inh,GAA inh,GAA spleen mod,GoLoco inh red,canonical_smiles
4%,-8%,nt,?,nt,nt,-9%,7%,CCCCC(C=O)CC (configuration not stated)
0%,18µM*,8%,-11%,?,-3%,-9%,-11%,Cc1ccc(C2C(C(=O)c3cccs3)=C(O)C(=O)N2CCN2CCOCC2)o1 (configuration not stated)
29%,?,1%,-15%,?,?,15%,24%,Nc1nccnc1C(=O)OCC(=O)Nc1cccc(S(=O)(=O)N2CCCCC2)c1
1%,3%,3%,nt,?,10%,-12%,-3%,CC(=O)N/N=C/c1cc(C(C)C)cc(/C=N/NC(C)=O)c1O
-14%,2%,-10%,nt,-6%,-1%,8%,-8%,C=CCN(CC=C)C(=O)c1ccc(OC2CCN(Cc3ccccn3)CC2)cc1
4%,-2%,5%,-4%,6%,-1%,1%,-7%,CCCC(=O)C1=C(O)C(C(=O)OC)C(C)(C)CC1=NC(C)C (configuration not stated)
